From PubChem BioAssay
MrgX1 antagonist = blocks BAM8-22 activation of human MrgX1 receptor | actives 1.3% (n = 310,000) | Q96LB2 | MRGX1-HEK293 calcium flux, Fluo-4, BAM8-22 antagonism; hits give low values | B-score at 10 µM;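 active = calcium-response B-score plate-corrected more than 3 library SD below zero, starting fluorescence within 5 deviations, no agonist response on first addition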;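 note: peak minus trough fluorescence over baseline after final BAM8-22 challenge near maximal dose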
HIF act = HIF pathway transcriptional activation. U2OS HRE-luciferase reporter, luminescence; normalized: DMSO 0%, desferrioxamine 100%. activation, % at 7.5 µM (by protocol). actives 0.32% (n = 300,000);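 active = mean activation of at least 10% of the iron chelator positive control signal, with at least half of replicates also reaching 10%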
MrgX1 PAM = allosterically activates human MrgX1 receptor signaling; Q96LB2; MrgX1-HEK293, Fluo-4 calcium flux, FDSS; hits give high values; B-score at 10 µM; actives 0.63% (n = 310,000); AID 588675;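 active = plate-corrected calcium response at least 3 library SD above typical, normal starting fluorescence, not activating the receptor alone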;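 note: compound read alongside a low EC10 to EC30 dose of BAM8-22 agonist; peak minus trough fluorescence over baseline measured at the second addition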
TRPC4 inh = TRPC4 (mouse) channel inhibition; Q9QUQ5; HEK293 TRPC4beta/mu-opioid, DAMGO-evoked Fluo4 calcium flux; hits give low values; B-score at 10 µM; actives 0.39% (n = 300,000);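 active = B-score over 3 SD under the library average, no early fluorescence shift, positive overall ratio signal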
Target sequence (Q9QUQ5 whole entry, looked up): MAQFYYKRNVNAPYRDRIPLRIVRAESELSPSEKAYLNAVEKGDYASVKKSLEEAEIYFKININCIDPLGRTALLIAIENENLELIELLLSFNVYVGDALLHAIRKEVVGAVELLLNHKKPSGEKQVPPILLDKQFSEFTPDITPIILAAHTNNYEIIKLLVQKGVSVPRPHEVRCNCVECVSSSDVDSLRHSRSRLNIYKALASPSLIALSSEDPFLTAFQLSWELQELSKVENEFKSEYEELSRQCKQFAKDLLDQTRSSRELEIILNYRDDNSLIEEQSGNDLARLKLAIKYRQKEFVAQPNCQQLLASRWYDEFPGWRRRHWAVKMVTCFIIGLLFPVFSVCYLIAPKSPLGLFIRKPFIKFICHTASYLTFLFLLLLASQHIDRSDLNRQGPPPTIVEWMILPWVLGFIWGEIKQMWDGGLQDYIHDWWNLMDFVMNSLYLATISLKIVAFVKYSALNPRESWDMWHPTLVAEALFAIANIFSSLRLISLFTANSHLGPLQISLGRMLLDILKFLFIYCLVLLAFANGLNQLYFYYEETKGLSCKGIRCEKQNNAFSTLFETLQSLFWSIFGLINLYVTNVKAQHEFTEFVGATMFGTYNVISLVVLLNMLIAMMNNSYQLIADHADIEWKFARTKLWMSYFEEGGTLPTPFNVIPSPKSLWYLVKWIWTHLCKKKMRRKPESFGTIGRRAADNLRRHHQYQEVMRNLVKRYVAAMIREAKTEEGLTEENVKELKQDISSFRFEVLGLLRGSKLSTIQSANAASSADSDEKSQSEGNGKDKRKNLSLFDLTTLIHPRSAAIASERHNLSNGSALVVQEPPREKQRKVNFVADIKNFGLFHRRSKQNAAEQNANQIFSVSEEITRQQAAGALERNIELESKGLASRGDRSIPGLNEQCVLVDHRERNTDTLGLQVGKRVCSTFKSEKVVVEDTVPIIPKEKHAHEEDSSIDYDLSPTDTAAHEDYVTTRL
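Assay system: HEK293 cells with stable TRPC4beta plus mu-opioid receptor expression; Probe or stimulus: DAMGO in two steps, submaximal then maximal; Dosing: single-point compound dosing; Measured by: Fluo4 calcium-dye fluorescence, kinetic read; Read-out basis: B score from integrated Fluo4 fluorescence ratio.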
RGS4 pot = potentiators or activators of RGS4; HEK293 M3R/inducible RGS4, carbachol calcium flux Fluo4; hits give low values; B-score at 10 µM; actives 0.92% (n = 310,000);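 active = B-score of the integrated calcium signal more than 4 SD below the library mean, with starting fluorescence not abnormally high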;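 note: negative B-score means reduced calcium response which marks RGS4 activation or potentiation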
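test system = HEK293 cells with stable M3R and inducible RGS4 | schedule = recording 10 s baseline at 1 Hz, 100 s post-agonist | technique = Fluo4-AM (2 µM) calcium-flux fluorescence, kinetic read | measure = Agonist-evoked peak-minus-minimum fluorescence over baseline, integrated ratio, B score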
MrgX1 agonist = agonists of human MrgX1 receptor. AID 588627. MrgX1-HEK293 cells, Fluo-4 calcium fluorescence, agonist mode; hits give high values. Q96LB2. B-score at 10 µM. actives 0.44% (n = 310,000);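 active = calcium response B-score plate-corrected fluorescence ratio at least 3 library SD, with starting fluorescence B-score inside 5 SD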
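Assay system: stable human MrgX1 HEK293 cell line. Quantity: 15,000 cells per well. Schedule: cells plated overnight, dye loaded 0.5 h 37 °C, 0.5 h room temperature. Detection: Fluo-4 NW calcium-flux fluorescence, kinetic read. Read-out basis: peak-minus-minimum fluorescence over baseline, converted to B scores. Control set: positive and negative control wells on each plate.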
Platelet DG rel = modulates dense granule release in human platelets; human platelet-rich plasma, SFLLRN dense granule ATP release, luminescence; inhibition, %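 (compounds screened at 7.5 µM in platelet-rich plasma)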; actives 0.22% (n = 300,000); AID 1663;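 active = mean replicate score, as percent of positive control, at or above 50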
TRPC6 activator = activates the mouse TRPC6 cation channel; Q61143; B-score at 10 µM; AID 2550; actives 0.13% (n = 310,000); HEK293-TRPC6 membrane potential dye fluorescence; hits give high values;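 active = B-score of the integrated fluorescence ratio above library mean plus 3 SD, and starting fluorescence ratio within library mean plus 5 SD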;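 note: higher score means more depolarization so channel activation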
RGS4 inh = human RGS4 inhibition; P49798; HEK293 M3R/RGS4 inducible, Fluo-4 calcium flux; hits give high values; triggered by carbachol at its EC20; actives 0.45% (n = 310,000); B-score at 10 µM;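 active = B-score, a plate-corrected calcium signal, over three deviations above library mean, with baseline fluorescence within five deviations of library mean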;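 note: RGS4 expression induced by doxycycline in cells with stable M3 receptor; B-score is computed from the integrated fluorescence ratio over baseline after carbachol; higher B-score means a larger calcium signal and so more RGS4 inhibition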
TRPC6 inhibitor = blocks the mouse TRPC6 cation channel | Q61143 | HEK293-TRPC6, membrane potential dye, ACh-evoked depolarization; hits give low values | B-score at 10 µM | actives 1.1% (n = 310,000);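 active = B-score under library mean minus 3 SD, initial fluorescence not abnormally high, positive integrated signal ratio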;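 note: B-score derived from integrated fluorescence ratio over the kinetic read; more negative B-score means stronger inhibition of depolarization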
SKKanGAS inh = inhibitors of SKKanGAS S. pyogenes growth in kanamycin (SK-promoter or general growth effect). AID 1662. inhibition, % at 7.5 µM. actives 1.3% (n = 300,000). BacTiter-Glo, 6 h;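 active = mean replicate score, as percent of positive control median, at least 50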;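 note: strain carries kanamycin resistance gene driven by streptokinase promoter and grows in 40 µg/ml kanamycin; loss of luminescence reflects streptokinase promoter inhibition or plain growth inhibition; 0% = median of DMSO wells and 100% = positive control at its reference dose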
* = called active by the depositor; i = inactive.

Start of the listing, in advance (13 entries):
1	CC(=O)NCCOc1cccc(OCCNC(C)=O)c1
2	CC(C)CCNC(=O)c1cc(-c2ccncc2)nc2ccc(S(=O)(=O)N3CCOCC3)cc12
3	CCOc1ccc(S(=O)(=O)N2CN3CCN(C3)C2)cc1
4	CCOc1ccc(C(O)C(CN2CCOCC2)c2ccccc2)cc1 (stereo not drawn)
5	COC(=O)Cn1cnc2scc(-c3ccc(C)c(C)c3)c2c1=O
6	Cc1cc(OC(C)C(=O)NCCCN2CCOCC2)c2c(C)c(C)c(=O)oc2c1 (stereo not drawn)
7	CCOC(=O)c1cc2c(ccn2-c2ccc(F)cc2)n1CC(=O)N1CCN(C(=O)c2ccco2)CC1

| assay / compound | 1 | 2 | 3 | 4 | 5 | 6 | 7 |
| --- | --- | --- | --- | --- | --- | --- | --- |
| RGS4 inh | i | i | i | i | i | i | i |
| RGS4 pot | i | i | i | i | i | i | i |
| MrgX1 agonist | i | i | i | i | i | i | i |
| HIF act | -0.3 | -0.3 | -0.5 | 0.1 | 1.3 | -0.2 | 0.1 |
| SKKanGAS inh | -2 | -3 | -10 | 0 | -3 | -4 | 27 |
| MrgX1 PAM | i | i | i | i | i | i | i |
| TRPC6 activator | i | i | i | i | i | i | i |
| TRPC4 inh | i | i | i | i | i | i | i |
| MrgX1 antagonist | i | -8.3* | i | i | i | i | i |
| Platelet DG rel | 7 | -4 | -3 | -2 | -1 | 0 | 8 |
| TRPC6 inhibitor | i | i | i | i | i | i | i |

8	COc1ccc(S(=O)(=O)N2CCCN(CC(=O)C(C)(C)C)CC2)cc1
9	COc1ccccc1NS(=O)(=O)c1ccc(N/N=C(\C)C(C)C)c([N+](=O)[O-])c1
10	COc1cc(C2N(C)C(=O)c3ccccc3N2C)ccc1O (stereo not drawn)
11	CSc1ccccc1NC(=O)CSc1nnnn1-c1ccccc1SC
12	COc1ccc(-n2c(COc3ccccc3)nnc2SCc2ccc(C#N)cc2)cc1
13	N#CC1(Cc2ccc([N+](=O)[O-])cc2)c2ccccc2C=CN1C(=O)c1ccccc1 (stereo not drawn)

| assay / compound | 8 | 9 | 10 | 11 | 12 | 13 |
| --- | --- | --- | --- | --- | --- | --- |
| RGS4 inh | i | i | i | i | i | i |
| RGS4 pot | i | i | i | i | i | i |
| MrgX1 agonist | i | i | i | i | i | i |
| HIF act | 0.3 | -5.5 | -1.3 | -1.1 | -0.4 | 0.2 |
| SKKanGAS inh | -4 | 2 | -3 | 3 | 7 | 13 |
| MrgX1 PAM | i | i | i | i | i | i |
| TRPC6 activator | i | i | i | i | i | i |
| TRPC4 inh | i | i | i | i | i | i |
| MrgX1 antagonist | i | i | i | i | i | i |
| Platelet DG rel | 3 | 19 | 8 | -5 | -4 | 13 |
| TRPC6 inhibitor | i | i | i | i | i | i |

All compounds of this part, previewed entries included:
1	CC(=O)NCCOc1cccc(OCCNC(C)=O)c1
2	CC(C)CCNC(=O)c1cc(-c2ccncc2)nc2ccc(S(=O)(=O)N3CCOCC3)cc12
3	CCOc1ccc(S(=O)(=O)N2CN3CCN(C3)C2)cc1
4	CCOc1ccc(C(O)C(CN2CCOCC2)c2ccccc2)cc1 (stereo not drawn)
5	COC(=O)Cn1cnc2scc(-c3ccc(C)c(C)c3)c2c1=O

| assay / compound | 1 | 2 | 3 | 4 | 5 |
| --- | --- | --- | --- | --- | --- |
| RGS4 inh | i | i | i | i | i |
| RGS4 pot | i | i | i | i | i |
| MrgX1 agonist | i | i | i | i | i |
| HIF act | -0.3 | -0.3 | -0.5 | 0.1 | 1.3 |
| SKKanGAS inh | -2 | -3 | -10 | 0 | -3 |
| MrgX1 PAM | i | i | i | i | i |
| TRPC6 activator | i | i | i | i | i |
| TRPC4 inh | i | i | i | i | i |
| MrgX1 antagonist | i | -8.3* | i | i | i |
| Platelet DG rel | 7 | -4 | -3 | -2 | -1 |
| TRPC6 inhibitor | i | i | i | i | i |

6	Cc1cc(OC(C)C(=O)NCCCN2CCOCC2)c2c(C)c(C)c(=O)oc2c1 (stereo not drawn)
7	CCOC(=O)c1cc2c(ccn2-c2ccc(F)cc2)n1CC(=O)N1CCN(C(=O)c2ccco2)CC1
8	COc1ccc(S(=O)(=O)N2CCCN(CC(=O)C(C)(C)C)CC2)cc1
9	COc1ccccc1NS(=O)(=O)c1ccc(N/N=C(\C)C(C)C)c([N+](=O)[O-])c1
10	COc1cc(C2N(C)C(=O)c3ccccc3N2C)ccc1O (stereo not drawn)

| assay / compound | 6 | 7 | 8 | 9 | 10 |
| --- | --- | --- | --- | --- | --- |
| RGS4 inh | i | i | i | i | i |
| RGS4 pot | i | i | i | i | i |
| MrgX1 agonist | i | i | i | i | i |
| HIF act | -0.2 | 0.1 | 0.3 | -5.5 | -1.3 |
| SKKanGAS inh | -4 | 27 | -4 | 2 | -3 |
| MrgX1 PAM | i | i | i | i | i |
| TRPC6 activator | i | i | i | i | i |
| TRPC4 inh | i | i | i | i | i |
| MrgX1 antagonist | i | i | i | i | i |
| Platelet DG rel | 0 | 8 | 3 | 19 | 8 |
| TRPC6 inhibitor | i | i | i | i | i |

11	CSc1ccccc1NC(=O)CSc1nnnn1-c1ccccc1SC
12	COc1ccc(-n2c(COc3ccccc3)nnc2SCc2ccc(C#N)cc2)cc1
13	N#CC1(Cc2ccc([N+](=O)[O-])cc2)c2ccccc2C=CN1C(=O)c1ccccc1 (stereo not drawn)
14	Cc1cc(OCC(=O)Nc2ccccn2)c2c(C)cc(=O)oc2c1
15	COc1ccc2nc(SCC(=O)C(C)(C)C)[nH]c2c1

| assay / compound | 11 | 12 | 13 | 14 | 15 |
| --- | --- | --- | --- | --- | --- |
| RGS4 inh | i | i | i | i | i |
| RGS4 pot | i | i | i | i | i |
| MrgX1 agonist | i | i | i | i | i |
| HIF act | -1.1 | -0.4 | 0.2 | 1.6 | 3.0 |
| SKKanGAS inh | 3 | 7 | 13 | -4 | -2 |
| MrgX1 PAM | i | i | i | i | i |
| TRPC6 activator | i | i | i | i | i |
| TRPC4 inh | i | i | i | i | i |
| MrgX1 antagonist | i | i | i | i | i |
| Platelet DG rel | -5 | -4 | 13 | 3 | 24 |
| TRPC6 inhibitor | i | i | i | i | i |

16	O=C(COC(=O)c1ccccc1SCC(=O)N1CCCC1)NC1CCCCC1
17	CCCCn1c(C(C)NC(=O)COC)nc2ccccc21 (stereo not drawn)
18	COc1ccc(NC(=O)CNS(=O)(=O)c2cccs2)cc1
19	Cc1nc(NC(=O)CN(C)S(=O)(=O)c2ccc(Cl)cc2)sc1C
20	Cc1ccccc1N(CC(=O)NC(C)(C)C)C(=O)CS(=O)CC(=O)Nc1ccc2c(c1)OCO2 (stereo not drawn)

| assay / compound | 16 | 17 | 18 | 19 | 20 |
| --- | --- | --- | --- | --- | --- |
| RGS4 inh | i | i | i | i | i |
| RGS4 pot | i | i | i | i | i |
| MrgX1 agonist | i | i | i | i | i |
| HIF act | -0.3 | -0.3 | 2.6 | -0.4 | 0.5 |
| SKKanGAS inh | 21 | -8 | 4 | -4 | 1 |
| MrgX1 PAM | i | i | i | i | i |
| TRPC6 activator | i | i | i | i | i |
| TRPC4 inh | i | i | i | i | i |
| MrgX1 antagonist | i | i | i | i | i |
| Platelet DG rel | 0 | 0 | 1 | 2 | 2 |
| TRPC6 inhibitor | i | i | i | i | i |

21	Cc1ccc(C(=O)Nc2nc(-c3ccc([N+](=O)[O-])cc3)cs2)o1
22	Cc1ccc(C(=O)N2CCN(CCNC(=O)C(=O)NCc3ccc(Cl)cc3)CC2)cc1
23	Cc1ccc(C)c(N(C)S(=O)(=O)c2cccc3nsnc23)c1
24	O=C(NC(=S)NCCC1=CCCCC1)c1cncc(Br)c1

| assay / compound | 21 | 22 | 23 | 24 |
| --- | --- | --- | --- | --- |
| RGS4 inh | i | i | i | i |
| RGS4 pot | i | i | i | i |
| MrgX1 agonist | i | i | i | i |
| HIF act | 0.2 | 0.1 | -0.7 | 0.5 |
| SKKanGAS inh | -2 | 0 | 11 | -7 |
| MrgX1 PAM | i | i | i | i |
| TRPC6 activator | i | i | i | i |
| TRPC4 inh | i | i | i | i |
| MrgX1 antagonist | i | i | i | i |
| Platelet DG rel | 3 | -4 | -1 | 2 |
| TRPC6 inhibitor | i | i | i | i |
